High-throughput results from PubChem.
PfHsp90 yeast 2: growth inhibition of PfHsp90-expressing yeast, primary screen, antimalarial PfHsp90 inhibitor project, S. cerevisiae, BacTiter-Glo luminescence, single point, set 2 | inhibition, % at 9.4 µM | BacTiter-Glo ATP, 48 h; yeast lacking PDR1 and PDR3 efflux regulators | actives 0.32% (n = 310,000);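 active = every replicate shows inhibition above about 80%, whatever the replicate mean, limit read from the data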;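 note: 0% = DMSO neutral controls and 100% = 20 µM radicicol positive controls; yeast relying on Plasmodium falciparum Hsp90 in place of its own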
E coli growth: E. coli V3065 growth inhibition, primary screen, counter-screen for AddAB inhibitor project, absorbance, OD600 | 18 h | inhibition, % at 11.9 µM | actives 0.27% (n = 330,000);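 active = inhibition above the campaign's mean inhibition across all tested compounds plus 3 SD, cut at about 9.9% in these data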;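 note: uninfected addAB+ strain grown without phage in ampicillin broth; 0% = DMSO wells and 100% = ciprofloxacin 0.95 µg/ml wells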
Mot1-301 SUMO: yeast Mot1-301 growth rescue at high temperature, primary screen, SUMOylation pathway inhibitor project, S. cerevisiae, ATP luminescence, 38.5C. S. cerevisiae Mot1-301 growth rescue; percent above DMSO median, 100 means doubled. growth rescue, % at 18.8 µM. actives 1% (n = 320,000). AID 2716, 2010;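 active = every valid replicate shows activation above 250% relative to neutral control wells; inactive = the rest, any valid replicate at or below 250%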;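 note: OY570 slx delta 5 strain wells were the positive control but not used for scaling; some compounds called inactive have numbers as strong as hits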
PKA-R1A act: activators of PKA-R1A holoenzyme, primary screen, biochemical, fluorescence polarization, Cy5-IP20, bovine R1A, mouse PKAc; PKA-R1A dissociation; scaled: DMSO 0%, 113 µM cGMP 100%; activation, % at 11.4 µM; cAMP-dependent protein kinase type I-alpha regulatory subunit (Bos taurus) + …; actives 0.083% (n = 340,000);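 active = percent activation above the mean of all tested compounds plus 3 SD, cut at about 19% in these data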;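 note: higher means more PKAc released from R1A so a rise in polarization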
PKA-R2B activ: activators of PKA-R2B holoenzyme, primary screen, biochemical, fluorescence polarization, Cy5-IP20, human. PKA-R2B holoenzyme dissociation; R2B truncated from residue 108, S112A mutant; 0% DMSO only, 100% 113 µM cGMP. AID 504700, 2011. activation, % at 11.4 µM. actives 0.079% (n = 340,000). cAMP-dependent protein kinase catalytic subunit beta (Homo sapiens) + cAMP-dependent …;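 active = activation above a cutoff set at the mean over all compounds plus 3 SD, cut at about 18% in these data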;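 note: higher means more holoenzyme dissociation and a rise in polarization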
Target sequence (P31323 whole entry, looked up, other chains not shown, the tested form may be a part): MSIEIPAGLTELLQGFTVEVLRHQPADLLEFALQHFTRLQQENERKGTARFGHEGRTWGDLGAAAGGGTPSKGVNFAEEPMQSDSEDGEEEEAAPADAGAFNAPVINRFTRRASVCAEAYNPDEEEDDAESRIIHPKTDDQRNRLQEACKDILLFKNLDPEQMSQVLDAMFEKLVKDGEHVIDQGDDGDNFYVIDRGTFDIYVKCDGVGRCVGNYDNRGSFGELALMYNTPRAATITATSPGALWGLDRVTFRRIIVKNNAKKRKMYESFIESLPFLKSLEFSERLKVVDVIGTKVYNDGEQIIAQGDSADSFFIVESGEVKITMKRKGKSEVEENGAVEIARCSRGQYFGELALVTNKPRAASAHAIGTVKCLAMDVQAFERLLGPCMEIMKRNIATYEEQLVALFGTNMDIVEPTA
phage Ecoli inh: growth loss of phage-infected E. coli, primary screen, RecBCD inhibitor project, absorbance, with phage, HTS; inhibition, % at 11.9 µM; actives 0.26% (n = 360,000); in the data active = inhibition above about 11%
MOR-DOR ag: agonists of OPRM1-OPRD1 heterodimerization, primary screen, cell-based, luminescence. Mu-type opioid receptor (Homo sapiens) + Delta-type opioid receptor (Homo sapiens), …. cells. activation, % at 9.3 µM. actives 0.3% (n = 340,000). AID 504326, 2011; in the data active = activation above about 18%;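 note: 0% = vehicle-treated cells and 100% = reference agonist; values of inactives mirror those of a sister screen read the other way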
OPRM1-OPRD1 inv: inverse agonists of MOR-DOR heterodimerization, primary screen, cell-based, luminescence; actives 0.21% (n = 340,000); inhibition, % at 9.3 µM; Mu-type opioid receptor (Homo sapiens) + Delta-type opioid receptor (Homo sapiens), …; cell-based MOR-DOR heterodimer luminescence, inverse agonism; AID 504357, 2011; in the data active = inhibition above about 22%, passing the limit was not always enough;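 note: 0% = cells with DMSO and 100% = wells without cells with DMSO; values of inactives mirror those of a sister screen read the other way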
AddAB inh: growth inhibition of E. coli expressing H. pylori AddAB, primary screen, AddAB inhibitor project, absorbance. inhibition, % at 11.9 µM. actives 0.29% (n = 330,000). AID 435030, 2010; in the data active = inhibition above about 12%;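 note: 0% = vehicle wells of infected cells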
Tat export inh: E. coli Tat export inhibitors, primary screen, MC4100, TorA-mCherry reporter, fluorescence, single point | inhibition, % at 10 µM | actives 0.036% (n = 340,000);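 active = mean replicate inhibition at least 50% and at least half of replicates individually reaching 50%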;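 note: exported cargo escapes ClpAP degradation while cytoplasmic cargo is degraded and loses fluorescence; 0% = median of neutral control wells and 100% = median of NaSCN control wells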
HTR5A inv ctr: HTR5A inverse agonists in luminescence cell assay, primary screen, counter-screen for OPRM1-OPRD1 heterodimer inverse agonist project, full-deck HTS. 5-hydroxytryptamine receptor 5A (Homo sapiens), P47898. inhibition, % at 9.3 µM. actives 0.083% (n = 340,000). HTR5A cell line, inverse agonism; in the data active = inhibition mostly above about 23%, no sharp cut-off; inactive = mostly below about 18%;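 note: 0% = cells with DMSO and 100% = no-cell wells with DMSO; some compounds called inactive have numbers as strong as hits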
Target sequence (P47898 whole entry, looked up): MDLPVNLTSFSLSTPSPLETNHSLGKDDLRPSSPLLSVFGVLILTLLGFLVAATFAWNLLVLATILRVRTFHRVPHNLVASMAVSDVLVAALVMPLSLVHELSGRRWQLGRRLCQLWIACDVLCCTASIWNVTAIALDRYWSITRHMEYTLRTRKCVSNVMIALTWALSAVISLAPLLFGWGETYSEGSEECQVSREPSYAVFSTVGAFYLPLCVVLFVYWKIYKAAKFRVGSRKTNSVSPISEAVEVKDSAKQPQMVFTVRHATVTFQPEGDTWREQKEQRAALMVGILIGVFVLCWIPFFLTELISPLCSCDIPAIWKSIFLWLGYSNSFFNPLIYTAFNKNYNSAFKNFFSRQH
The depositor's hits bear a star; . = no result given. Compounds were not picked by outcome (roughly 2.2% active in at least one column).

entry	structure	PfHsp90 yeast 2	E coli growth	Mot1-301 SUMO	PKA-R1A act	PKA-R2B activ	phage Ecoli inh
1	COc1ccc2ccccc2c1/C=N/NC(=S)Nc1cc(S(=O)(=O)N2CCOCC2)ccc1N1CCOCC1	-23	-0.8	-7	0	0	3.1
2	CCCc1cc(=O)n2c(nc3ccccc32)[nH]1	6	-0.6	-6	1	0	2.5
3	Cc1cc(C)c2cc(C#N)c(NCCOC(=O)c3ccccc3C)nc2c1	15	-2.2	-6	-4	-4	0.0
4	CNC(=O)c1cc(C(=O)c2ccc(Cl)cc2)c[nH]1	-3	2.2	10	-2	6	1.9
5	Cc1cc(OCC(=O)N2CCC(C(N)=O)CC2)c2c(C)c(C)c(=O)oc2c1	2	0.7	-2	1	-6	.
6	COc1ccc(NS(=O)(=O)c2ccc(O)c(C(=O)OCC(=O)N3CCCCC3)c2)cc1	-6	0.0	16	-6	-7	1.9
7	C/C(=N\Nc1nc(-c2ccccc2)cs1)c1cccs1	-3	3.5	9	-8	-7	1.3
8	Cc1cc(C(=O)NCc2ccc(S(N)(=O)=O)cc2)cs1	.	-3.1	8	4	3	3.8

entry	MOR-DOR ag	OPRM1-OPRD1 inv	AddAB inh	Tat export inh	HTR5A inv ctr
1	-3.3	17	0.5	3	-6
2	-0.5	2	6.3	21	11
3	1.9	-11	2.2	-9	3
4	-2.5	11	0.7	-4	19
5	-1.1	6	2.5	-1	21
6	-4.3	16	0.8	-11	-17
7	1.1	-6	2.0	0	-13
8	-2.0	10	-0.3	-4	-42

(further entries)
entry	structure	PfHsp90 yeast 2	E coli growth	Mot1-301 SUMO	PKA-R1A act	PKA-R2B activ	phage Ecoli inh
9	O=C(O)Cc1cn(-c2ccccc2)nc1-c1ccccc1	.	-0.5	4	-2	-10	0.6
10	COC(=O)c1ccc(C2/C(=C(/O)c3ccc(OC)cc3)C(=O)C(=O)N2CC2CCCO2)cc1 (stereo not drawn)	-15	-2.5	-1	9	-8	-0.2
11	Cc1nn(CC(=O)NCCCN2CCCCC2)c(=O)c2cccn12	-13	0.6	-15	-8	-2	-2.8
12	CCc1cccc(C)c1NC(=S)NCC(c1cccnc1)N1CCOCC1 (stereo not drawn)	-15	1.4	-10	-12	7	2.1
13	COc1cccc(CN2CCNC(=O)C2CC(=O)NCCN2CCCCC2=O)c1 (stereo not drawn)	0	0.7	.	-14	-14	5.1
14	O=C(CSc1nnc(NC(=O)C2CC2)s1)Nc1ccc(F)cc1F	24	0.1	5	4	-1	2.1
15	COc1ccc(OCC(O)CN2CCN(c3ccc(Cl)cc3)CC2)cc1 (stereo not drawn)	-4	1.4	17	-2	-7	-1.4
16	Cc1ccc2nc(-c3ccc(O)c(O)c3)cn2c1	5	0.8	-13	-1	-5	0.9

entry	MOR-DOR ag	OPRM1-OPRD1 inv	AddAB inh	Tat export inh	HTR5A inv ctr
9	-2.4	12	0.9	0	-2
10	-0.2	1	1.5	3	-30
11	0.7	-4	3.6	17	4
12	-2.6	13	0.6	-7	1
13	-3.2	17	2.2	-7	7
14	-1.1	6	5.4	-3	-6
15	4.5	-20	0.3	-10	-6
16	-1.3	7	0.6	9	-26

9 entries from above, tab-delimited:
entry	smiles	PfHsp90 yeast 2	E coli growth	Mot1-301 SUMO	PKA-R1A act	PKA-R2B activ	phage Ecoli inh	MOR-DOR ag	OPRM1-OPRD1 inv	AddAB inh	Tat export inh	HTR5A inv ctr
5	Cc1cc(OCC(=O)N2CCC(C(N)=O)CC2)c2c(C)c(C)c(=O)oc2c1	2	0.7	-2	1	-6	.	-1.1	6	2.5	-1	21
6	COc1ccc(NS(=O)(=O)c2ccc(O)c(C(=O)OCC(=O)N3CCCCC3)c2)cc1	-6	0.0	16	-6	-7	1.9	-4.3	16	0.8	-11	-17
7	C/C(=N\Nc1nc(-c2ccccc2)cs1)c1cccs1	-3	3.5	9	-8	-7	1.3	1.1	-6	2.0	0	-13
8	Cc1cc(C(=O)NCc2ccc(S(N)(=O)=O)cc2)cs1	.	-3.1	8	4	3	3.8	-2.0	10	-0.3	-4	-42
9	O=C(O)Cc1cn(-c2ccccc2)nc1-c1ccccc1	.	-0.5	4	-2	-10	0.6	-2.4	12	0.9	0	-2
10	COC(=O)c1ccc(C2/C(=C(/O)c3ccc(OC)cc3)C(=O)C(=O)N2CC2CCCO2)cc1 (stereo not drawn)	-15	-2.5	-1	9	-8	-0.2	-0.2	1	1.5	3	-30
11	Cc1nn(CC(=O)NCCCN2CCCCC2)c(=O)c2cccn12	-13	0.6	-15	-8	-2	-2.8	0.7	-4	3.6	17	4
12	CCc1cccc(C)c1NC(=S)NCC(c1cccnc1)N1CCOCC1 (stereo not drawn)	-15	1.4	-10	-12	7	2.1	-2.6	13	0.6	-7	1
13	COc1cccc(CN2CCNC(=O)C2CC(=O)NCCN2CCCCC2=O)c1 (stereo not drawn)	0	0.7	.	-14	-14	5.1	-3.2	17	2.2	-7	7

Following part:
entry	structure	PfHsp90 yeast 2	E coli growth	Mot1-301 SUMO	PKA-R1A act	PKA-R2B activ	phage Ecoli inh
17	N#CCCN(C(=O)CN1C(=O)NC2(CCCC2)C1=O)c1ccccc1F	12	0.6	232	-4	-2	1.0
18	C#CCOc1ccc(C2C3=C(CC(C)(C)CC3=O)N(CC(=O)O)C3=C2C(=O)CC(C)(C)C3)cc1OC	-1	-0.3	6	-2	5	3.8
19	O=C(O)CN=CC1=C(O)CC(c2ccccc2)CC1=O (stereo not drawn)	-6	-2.6	-5	4	-2	3.7
20	CC(=O)C1(C)OC(N)=C(C#N)C(c2ccccc2)C1(C#N)C#N (stereo not drawn)	-4	-2.3	-12	1	2	2.4
21	C[C@H](NC(=O)c1nc[nH]c1C(=O)NCc1ccccc1)C(=O)OC(C)(C)C	22	0.4	-2	-13	-13	1.0
22	O=C(NCCC(=O)N1CCCCC1)c1ccc(Br)cc1	19	3.0	132	1	7	2.6
23	CCN(CC)C(=O)Cn1cnc2sc(C(=O)N3CCN(c4ccc(OC)cc4)CC3)c(C)c2c1=O	-7	-2.2	147	7	7	-1.1
24	O=C(COc1cc(Cl)ccc1Cl)Nc1nnc(C2CC2)s1	-2	-0.4	369	-16	-5	1.3

entry	MOR-DOR ag	OPRM1-OPRD1 inv	AddAB inh	Tat export inh	HTR5A inv ctr
17	-1.9	11	0.7	10	-5
18	-0.2	1	4.3	3	-16
19	-0.2	1	4.0	-5	-8
20	0.1	-1	2.6	10	-14
21	-1.9	11	-1.0	-37	-25
22	-2.9	15	3.4	-7	4
23	-2.4	13	1.1	-6	1
24	0.3	-1	0.9	-2	15

The results go on.
entry	structure	PfHsp90 yeast 2	E coli growth	Mot1-301 SUMO	PKA-R1A act	PKA-R2B activ	phage Ecoli inh
25	CCOC(=O)N1CCC(NCCNC(=O)c2ccc(F)cc2)CC1	.	-1.6	12	3	3	1.6
26	O=C(O)CCC(NC(=O)c1cncc(O)c1)C(=O)O (stereo not drawn)	-7	0.2	-4	-5	-5	-0.5
27	O=C(/C=C/c1ccco1)N(Cc1ccc(F)cc1)C1CCS(=O)(=O)C1 (stereo not drawn)	7	1.5	-20	-10	1	2.7
28	COCCn1nnnc1C(c1cc2ccc(OC)cc2[nH]c1=O)N1CCc2ccccc2C1 (stereo not drawn)	0	0.4	7	-5	-4	-4.0
29	Cc1nnnn1/C(=C\c1ccccc1)C(=O)OCC(=O)N(C)C1CCS(=O)(=O)C1 (stereo not drawn)	-7	2.0	-16	-5	0	.
30	CCC(=O)n1nc(-c2ccc(OC)cc2)nc1N	3	0.7	.	-9	-6	4.1
31	COc1cc(-c2c(C#N)c(N)nc3c2CCCC3)cc(OC)c1OC	-3	-1.2	-24	7	-1	-0.4
32	CCOc1ccc(-c2nnn(CC(=O)Nc3cc(OC)ccc3OC)n2)cc1OCC	-8	-1.1	5	-1	-6	0.5

entry	MOR-DOR ag	OPRM1-OPRD1 inv	AddAB inh	Tat export inh	HTR5A inv ctr
25	1.2	-6	2.0	7	7
26	-2.9	14	-0.5	-8	-6
27	-2.2	11	2.2	21	-31
28	-0.7	4	-1.2	-1	-15
29	-1.5	8	2.8	-5	0
30	-2.6	13	0.8	1	20
31	0.6	-3	-2.4	0	-17
32	3.8	-22	1.1	-2	7

Following part:
entry	structure	PfHsp90 yeast 2	E coli growth	Mot1-301 SUMO	PKA-R1A act	PKA-R2B activ	phage Ecoli inh
33	COC(=O)C(NC(=O)c1ccc(F)cc1)(Nc1nc(C)cs1)C(F)(F)F (stereo not drawn)	-7	0.2	-2	-16	-12	3.7
34	COc1ccc([N+](=O)[O-])cc1N(CC(O)CN1C(=O)NC(C)(C)C1=O)S(=O)(=O)c1ccccc1 (stereo not drawn)	-49	2.3	-2	-12	4	0.2
35	COc1cc2c(cc1OC)C1(CCCC1)CNC2c1cccc([N+](=O)[O-])c1 (stereo not drawn)	-6	-2.9	38	1	-12	4.6
36	Cc1cccc(/N=C/C2=C(O)CC(C)(C)CC2=O)n1	6	0.5	-21	-5	4	-0.7
37	CC1(C2CC2)NC(=O)N(CC(=O)NCC(=O)Nc2ccc(F)c(F)c2F)C1=O (stereo not drawn)	7	-0.4	5	6	-2	2.9
38	Cc1ccc2nc(SCc3cccc([N+](=O)[O-])c3)nc(C)c2c1	-6	-3.0	0	-14	-2	1.6
39	C=CCn1c(Sc2ccccc2)nc2c1c(=O)[nH]c(=O)n2C	-11	0.9	.	7	12	0.9
40	COc1ccc(F)cc1S(=O)(=O)Nc1cccc(C(=O)O)c1	0	-1.0	-15	0	0	2.5
41	CN1C[C@H]2CON(C)[C@H]2C[C@H]1c1cccc(-c2ccc(C#N)cc2)c1	22	.	.	-13	-11	0.9

entry	MOR-DOR ag	OPRM1-OPRD1 inv	AddAB inh	Tat export inh	HTR5A inv ctr
33	-1.1	6	-3.0	-12	-9
34	0.5	-4	2.9	0	15
35	-6.6	35*	0.0	4	38*
36	-2.0	10	2.7	3	3
37	-3.5	18	-1.6	-2	1
38	-0.6	3	0.3	5	-10
39	-2.0	11	3.9	-9	-19
40	-1.6	9	2.9	-3	-31
41	-2.3	11	.	-1	-10

Records above printed as active in OPRM1-OPRD1 inv.
| cpd | Structure | Mot1-301 SUMO | PKA-R1A act | PKA-R2B activ | phage Ecoli inh | MOR-DOR ag | OPRM1-OPRD1 inv | Tat export inh |
| --- | --- | --- | --- | --- | --- | --- | --- | --- |
| 35 | COc1cc2c(cc1OC)C1(CCCC1)CNC2c1cccc([N+](=O)[O-])c1 (stereo not drawn) | 38 | 1 | -12 | 4.6 | -6.6 | 35* | 4 |
